Pin1 inh = human Pin1 inhibition; Pin1 FP peptide displacement, HiFluor488, 10 min; Potency, µM (top dose mostly 115 µM), without a hit: top-dose activity, negative = inhibition, actives largely listed as inhibitors; 390,000 compounds, 0.009% hits; AID 504891; active = well fitted inhibition curve with a large enough effect in the polarisation, with a control signal flat, not every such curve was filed as active; inconclusive = small, poorly fitted or top-dose-only effect, or effect the other way, or a change in a side signal; inactive = no such curve, though single readings can be large or run the other way; the % refers to the polarisation; note: % is set by controls: 0 for no effect and ±100 for the full control effect
Target sequence (Q13526 whole entry, looked up): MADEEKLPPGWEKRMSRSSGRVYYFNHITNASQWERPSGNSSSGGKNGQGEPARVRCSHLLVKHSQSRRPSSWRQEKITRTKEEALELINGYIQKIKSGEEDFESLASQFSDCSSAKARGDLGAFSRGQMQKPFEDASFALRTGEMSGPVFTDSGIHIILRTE
BAZ2B inh = blocks human BAZ2B; AlphaScreen BAZ2B-H3K14Ac peptide displacement; Potency, µM (titrated, usually from 114 µM), for the others: top-dose activity change, negative = inhibition, hits mostly inhibitors; 360,000 compounds, 4.4% hits; note: % is set by controls: 0 for no effect and ±100 for the full control effect; nearly all actives have a fitted effect of over 60% in size
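AlphaScreen luminescence quantifies BAZ2B engagement of H3K14Ac peptide; the protein and biotinylated peptide are both at 50 nM final, buffer PBS pH 7.4 with 0.01% Tween-20, all steps at room temperature.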
HP1b chromo inh = HP1-beta chromodomain-methylated histone interaction inhibition; P83916; AlphaScreen HP1-beta / biotin-H3K9me3 peptide binding; Potency, µM (top dose mostly 114 µM), without a hit: at the top dose activity change, negative = inhibition, most hits filed as inhibitors; 390,000 compounds, 0.56% hits; AID 540317; note: nearly all actives have a fitted effect of over 70% in size; inactives centre near 23
Target sequence (P83916 whole entry, looked up): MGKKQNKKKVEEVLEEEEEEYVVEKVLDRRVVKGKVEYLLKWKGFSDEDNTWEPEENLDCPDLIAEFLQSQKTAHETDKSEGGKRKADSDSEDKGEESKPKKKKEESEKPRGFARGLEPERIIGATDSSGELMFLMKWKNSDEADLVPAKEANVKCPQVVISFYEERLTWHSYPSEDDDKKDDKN
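Compound inhibition of the preformed complex between 50 nM HP1-beta and 50 nM biotinylated H3K9me3 peptide was read by AlphaScreen. Buffer was PBS pH 7.4 with 0.01% Tween-20. Incubations ran 30 min at room temperature, with 10 ug/mL donor/acceptor beads.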
BLM inh = Bloom syndrome helicase (human) inhibition; recombinant BLM DNA unwinding, fluorescence dequenching; 350,000 compounds, 0.2% hits; P54132; Potency, µM (titrated, usually from 56.1 µM), for inactives: at the highest dose activity change, negative = inhibition, actives largely listed as inhibitors;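 note: plate controls were vehicle for no effect and no enzyme for full effect; nearly all actives have a fitted effect of over 35% in size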
GLS inhibitor = glutaminase GLS (human) inhibition; Potency, µM (top dose mostly 45.5 µM), for the others: top-dose activity change, negative = inhibition, actives largely listed as inhibitors; GLS enzymatic activity, qHTS titration; O94925; 410,000 compounds, 0.21% hits; AID 624170; note: % is set by controls: 0 for no effect and ±100 for the full control effect
Target sequence (O94925 whole entry, looked up): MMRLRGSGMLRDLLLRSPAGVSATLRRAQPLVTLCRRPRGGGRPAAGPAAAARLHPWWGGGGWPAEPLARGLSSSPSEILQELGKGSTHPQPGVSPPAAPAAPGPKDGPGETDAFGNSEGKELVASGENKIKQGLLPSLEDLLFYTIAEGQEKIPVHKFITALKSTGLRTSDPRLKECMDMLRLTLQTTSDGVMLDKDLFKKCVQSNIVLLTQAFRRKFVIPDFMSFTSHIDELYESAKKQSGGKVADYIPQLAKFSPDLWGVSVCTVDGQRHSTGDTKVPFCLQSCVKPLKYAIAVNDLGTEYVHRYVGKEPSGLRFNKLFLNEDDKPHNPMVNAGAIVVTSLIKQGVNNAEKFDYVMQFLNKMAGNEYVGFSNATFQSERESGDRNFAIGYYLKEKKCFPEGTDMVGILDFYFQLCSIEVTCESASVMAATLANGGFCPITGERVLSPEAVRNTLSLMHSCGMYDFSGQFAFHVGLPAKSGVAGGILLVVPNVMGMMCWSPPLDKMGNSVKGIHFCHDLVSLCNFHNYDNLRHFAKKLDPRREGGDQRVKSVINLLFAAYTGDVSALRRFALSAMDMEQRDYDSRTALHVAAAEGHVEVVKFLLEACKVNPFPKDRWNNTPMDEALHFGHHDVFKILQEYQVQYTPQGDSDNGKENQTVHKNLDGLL
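Coupled fluorescence readout: glutamate oxidase/HRP/Amplex Red detect glutamate formed by hKGA from L-glutamine (1 mM solution added). Buffer 45 mM KH2PO4 pH 8.2, 0.02% Tween-20; reads at t0 and 30 min RT.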
JMJD2A Tudor inh = JMJD2A Tudor domain (human) inhibition; O75164; AlphaScreen JMJD2A-Tudor / H3K4me3 peptide binding; Potency, µM (series often up to 114 µM), without a hit: at the highest dose activity change, negative = inhibition, usual class: inhibitors; 390,000 compounds, 4.4% hits; AID 504339; note: % is set by controls: 0 for no effect and ±100 for the full control effect; nearly all actives have a fitted effect of over 50% in size
G9a inh = blocks human histone lysine methyltransferase G9a; Q96KQ7; G9a H3K9 monomethylation, AlphaScreen, 2 h; Potency, µM (top dose mostly 102 µM), for inactives: at the highest dose activity, negative = inhibition, hits mostly inhibitors; 350,000 compounds, 8.8% hits; AID 504332; note: % is set by controls: 0 for no effect and ±100 for the full control effect; nearly all actives have a fitted effect of over 75% in size
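G9a (20 nM) was preincubated 15 min with compound, then reacted 2 h at room temperature with 500 nM biotin-H3K9 peptide and 20 µM SAM. Monomethyl-H3K9 detected by AlphaScreen using anti-H3K9me1 antibody.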
POLI inh = DNA polymerase iota (human) inhibition; Pol iota fluorescent replication assay, 10 min; Potency, µM (series often up to 115 µM), without a hit: at the highest dose activity, negative = inhibition, hits mostly inhibitors; 390,000 compounds, 1% hits; AID 588590
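Pol iota at 10 nM preincubated 15 min with compounds at room temperature; reaction started with fluorescent substrate, 50 nM final. Fluorescence read kinetically at 0 and 10 min; buffer-only wells as negative control.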
Tb PGK inh = T. brucei PGK inhibition. 380,000 compounds, 0.043% hits. AID 602233. PGK/GAPDH coupled, Kinase-Glo luminescence, 60 min. Potency, µM (top dose mostly 57.5 µM), for the others: top-dose activity change, negative = inhibition, most hits filed as inhibitors; note: % is set by controls: 0 for no effect and ±100 for the full control effect; nearly all actives have a fitted effect of over 60% in size
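Recombinant glycosomal PGK reaction used 1,3-bisphosphoglycerate generated in-well by GAPDH (100nM final) in 100mM TEA pH 7.6, 5mM MgCl2, 0.01% Tween-20. After 60 minutes at room temperature, ATP was read by Kinase-Glo Plus luminescence end-point.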
An asterisk follows results filed as active; i = inactive; ? = inconclusive; · = no result given; [ ] = remark or other dose. Unless noted, calls come from the whole dose curve; as a rule, active = well fitted curve in the direction sought with a large enough effect; inconclusive = small, poorly fitted or top-dose-only effect, or another doubt; inactive = no such curve, though single readings can be large; an effect the other way counts as inactive or inconclusive. Potency is the fitted concentration of half-maximal effect.

SMILES	Pin1 inh	BAZ2B inh	HP1b chromo inh	BLM inh	GLS inhibitor	JMJD2A Tudor inh	G9a inh	POLI inh	Tb PGK inh
CCCCN(C)CCNC(=O)c1c[nH]c2ccc(S(=O)(=O)N(CC)CC)cc2c1=O	-4%	-7%	21%	-1%	7%	-7%	?	0%	-6%
CC1(C)CC(NC(=O)c2ccc(Cl)c(S(=O)(=O)N(Cc3ccccc3)c3ccccc3)c2)CC(C)(C)N1	-3%	-2%	?	·	3%	?	-5%[59 µM]	5%	-3%
Cn1cnc(S(=O)(=O)N2CCC(C(=O)Nc3ccc(Cl)c(C(F)(F)F)c3)CC2)c1	-9%	0%	40%[activator]	-1%	8%	5%	3%[12.7 µM]	45%[activator]	-4%
O=C(NCc1ccco1)c1nc(-c2ccc(F)cc2)no1	-1%	-13%	20%	0%	-9%	-16%	-14%	61%[activator]	i
COc1cc(C(=O)Nc2ccc(C)c(S(=O)(=O)N(C)C)c2)ccc1OCC(=O)N1CCOCC1	14%	-3%	14%	·	-1%	-14%	-2%[0.501 µM]	50µM*	-3%
O=C(CSc1nc2c(c(=O)[nH]1)CCCC2)Nc1cccc(O)c1	11%	-35%	0%	-5%	23%	-31%	?	42%[activator]	·
CCc1ccc(N2CC(C)Cn3c2nc2c3c(=O)n(CC(=O)O)c(=O)n2C)cc1 (configuration not stated)	2%	-14%	-2%	-3%	-9%	-22%	10%[59 µM]	-23%	i
CCOc1ccccc1CN1CCNC(=O)C1CC(=O)N(C)Cc1nonc1C (configuration not stated)	1%	-3%	36%	-1%	4%	-7%	-8%	60%[activator]	-5%
c1ccc2c(c1)nnn2-c1ncnc2sc3c(c12)CCCC3	9%	62%[activator]	143%[activator]	0%	-11%	69%[activator]	70%[activator][59 µM]	-3%[58.9 µM]	-1%
CCC1(C)NC(=O)N(CC(=O)NCC(=O)Nc2c(C)cc(C)cc2C)C1=O (configuration not stated)	4%	-4%	39%[activator]	·	1%	1%	1%[12.7 µM]	-5%	-4%
Cc1cccc(NS(=O)(=O)c2ccccc2)n1	-6%	-5%	36%	-2%	8%	-1%	16%[12.7 µM]	12%	-7%
CSc1nncn1/N=C/c1ccc2c(c1)OCO2	-7%	-4%	30%	1%	-4%	-2%	2%[12.7 µM]	2%	7%
CCOC(=O)c1cc(C#N)c(N2CCN(c3ccc(OC)cc3)CC2)[nH]c1=O	-3%	?	5%	-9%	33%[activator]	-27%	5µM*	-1%	3%
O=C(Nc1ccc(Cl)cc1C(=O)NCCN1CCOCC1)c1ccco1	4%	-2%	43%[activator]	-8%	-3%	-16%	-36%[59 µM]	-6%	0%
CCCn1c(C)cc(/C=C(\C#N)C(=O)OCC(=O)Nc2cc(OC)c(OC)c(OC)c2)c1C	15%	?	-29%	1%	5%	?	16%[59 µM]	-6%	-5%
Cc1ccc(-n2c(C)cc3c2CCCC3=O)cc1	-21%	?	-24%	2%	3%	?	?	-2%	·
O=C(O)CNC(=O)/C=C/c1ccc(Cl)cc1Cl	-8%	-19%	14%	-7%	-1%	-15%	?	?	-11%
CCN(CC)CCCN1C=C2C(=O)C(C)(OC(=O)C3CCCC3)C(=O)C=C2C=C1c1ccsc1 (configuration not stated)	-15%	-35%	-16%	-10%[12.4 µM]	-18%	?	-21%[59 µM]	?	-6%
COc1ccc(NC(=O)N2CCN(S(C)(=O)=O)CC2)cc1	0%	-35%	6%	-4%	31%[activator]	?	-8%	81%[activator]	6%
Cn1c(SCc2cccc(F)c2)nc2c([nH]c3ccccc32)c1=O	-4%	-2%	8%[57 µM]	-3%	-10%	-8%	17%[59 µM]	-2%	i
CS(=O)(=O)c1ccc(S(=O)CC(=O)OCc2ccccc2)c([N+](=O)[O-])c1 (configuration not stated)	0%	-21%	24%	0%	2%	-15%	10µM*	20µM*	i
Cc1cc(C)c(NC(=O)C2=COCCO2)c(C)c1	-3%	-5%	-1%	·	-5%	-12%	8%	14%	-3%
NS(=O)(=O)c1ccc(CCNC(=O)c2ccncc2)cc1	-4%	4%	4%	2%	3%	-3%	8%	21%	1%
O=C(CSc1nnc(NC(=O)c2c(F)cccc2F)s1)Nc1ccccc1F	-5%	12%	12%	-3%	0%	-7%	-8%	130%[activator]	-4%
Cc1cccc(Nc2nnc(SCC(=O)NCC3CCCO3)s2)c1 (configuration not stated)	-1%	·	26%	·	-11%	2%	·	60%[activator]	i
COC(=O)c1ccc(Sc2ccccn2)c([N+](=O)[O-])c1	-6%	-36%	-14%	-1%	9%	-21%	?	-1%	-8%
Fc1ccc(-n2nnnc2-c2cnc(-c3cccs3)nc2C(F)(F)F)cc1	0%	6%	51%[activator]	-6%	-4%	-10%	14%	-11%	-10%
CCN(CC)CCN(Cc1cc2cc(C)ccc2[nH]c1=O)C(=S)NCc1ccco1	2%	-36%	-15%	-6%	13%	?	-33%[59 µM]	9%	-6%
COc1ccccc1NC1C=CS(=O)(=O)C1 (configuration not stated)	1%	-5%	36%	-2%	4%	6%	17%	9%	-1%
COc1cc(-c2nc3n(n2)C(c2ccncc2)C(C(N)=O)=C(C)N3)cc(OC)c1OC (configuration not stated)	8%	-1%	20%	-2%	19%	-19%	10%[59 µM]	27%	i

Arranged by molar mass (descending): some entries from above.
SMILES	Pin1 inh	BAZ2B inh	HP1b chromo inh	BLM inh	GLS inhibitor	JMJD2A Tudor inh	G9a inh	POLI inh	Tb PGK inh
CCC1(C)NC(=O)N(CC(=O)NCC(=O)Nc2c(C)cc(C)cc2C)C1=O (configuration not stated)	4%	-4%	39%[activator]	·	1%	1%	1%[12.7 µM]	-5%	-4%
COC(=O)c1ccc(Sc2ccccn2)c([N+](=O)[O-])c1	-6%	-36%	-14%	-1%	9%	-21%	?	-1%	-8%
O=C(O)CNC(=O)/C=C/c1ccc(Cl)cc1Cl	-8%	-19%	14%	-7%	-1%	-15%	?	?	-11%

10 structures already listed, sorted by molecular weight, falling:
SMILES	Pin1 inh	BAZ2B inh	HP1b chromo inh	BLM inh	GLS inhibitor	JMJD2A Tudor inh	G9a inh	POLI inh	Tb PGK inh
CCN(CC)CCN(Cc1cc2cc(C)ccc2[nH]c1=O)C(=S)NCc1ccco1	2%	-36%	-15%	-6%	13%	?	-33%[59 µM]	9%	-6%
O=C(CSc1nnc(NC(=O)c2c(F)cccc2F)s1)Nc1ccccc1F	-5%	12%	12%	-3%	0%	-7%	-8%	130%[activator]	-4%
COc1cc(-c2nc3n(n2)C(c2ccncc2)C(C(N)=O)=C(C)N3)cc(OC)c1OC (configuration not stated)	8%	-1%	20%	-2%	19%	-19%	10%[59 µM]	27%	i
CS(=O)(=O)c1ccc(S(=O)CC(=O)OCc2ccccc2)c([N+](=O)[O-])c1 (configuration not stated)	0%	-21%	24%	0%	2%	-15%	10µM*	20µM*	i
COc1ccc(NC(=O)N2CCN(S(C)(=O)=O)CC2)cc1	0%	-35%	6%	-4%	31%[activator]	?	-8%	81%[activator]	6%
NS(=O)(=O)c1ccc(CCNC(=O)c2ccncc2)cc1	-4%	4%	4%	2%	3%	-3%	8%	21%	1%
COC(=O)c1ccc(Sc2ccccn2)c([N+](=O)[O-])c1	-6%	-36%	-14%	-1%	9%	-21%	?	-1%	-8%
O=C(O)CNC(=O)/C=C/c1ccc(Cl)cc1Cl	-8%	-19%	14%	-7%	-1%	-15%	?	?	-11%
Cc1cc(C)c(NC(=O)C2=COCCO2)c(C)c1	-3%	-5%	-1%	·	-5%	-12%	8%	14%	-3%
COc1ccccc1NC1C=CS(=O)(=O)C1 (configuration not stated)	1%	-5%	36%	-2%	4%	6%	17%	9%	-1%

Remaining list, next part.
SMILES	Pin1 inh	BAZ2B inh	HP1b chromo inh	BLM inh	GLS inhibitor	JMJD2A Tudor inh	G9a inh	POLI inh	Tb PGK inh
N#Cc1ccc(NC(=O)COC(=O)CSc2nnc(-c3ccc(Cl)cc3)o2)cc1	5%	-6%	67%[activator]	1%	-2%	-2%	-23%	9%	i
Cc1nc2cc(NC(=O)C3COc4ccccc4O3)ccc2s1 (configuration not stated)	1%	-28%	5%	-4%	2%	-16%	50µM*	56%[activator]	-8%
O=C(CN(Cc1ccccc1)S(=O)(=O)c1ccccc1)N/N=C/c1ccccc1[N+](=O)[O-]	-11%	-36%	-20%	-8%	-3%	?	?	-10%	·
CCCn1c(=O)[nH]c(=O)c2c1nc(-c1ccc(OC(F)F)cc1)n2CCN1CCOCC1	1%	-6%	21%	2%	-2%	-9%	?	-8%	·
CCCOc1cccc(-c2nnc(NC(=O)c3ccco3)s2)c1	14%	-23%	37%	-5%	2%	-13%	11%	-28%	-9%
CCOC(=O)Cn1c(C(F)(F)F)nc2nc(Cl)c(Cl)nc21	-2%	·	31%	·	0%	-8%	·	11%	14%
CC1(C)CC(=O)C(C=NCCN2CCN(CC(=O)Nc3ccccc3)CC2)=C(O)C1	3%	-3%	42%[activator]	-4%	10%	-9%	?	3%	4%
Cc1ccccc1CC(=O)Nc1ccc(S(=O)(=O)N2CCN(C)CC2)cc1	-4%	-5%	9%	2%	6%	-18%	·	22%	4%
CCOc1ccc(NS(=O)(=O)c2cc3c4c(c2)C(C)C(=O)N4CCC3)cc1 (configuration not stated)	-8%	-9%	21%	-4%	22%	-25%	·	-12%	11%
COc1ccc(OC)c(-n2nnnc2SCC(=O)Nc2cc(C)ccc2OC)c1	4%	3%	47%	0%	3%	-3%	-3%[59 µM]	11%	8%
O=C(NNC(=O)C1C2C=CC(C2)C1C(=O)O)c1cc(Cl)ccc1O (configuration not stated)	-12%	-17%	39%	0%	-7%	-4%	-8%	-10%	-1%
COc1ccc(C(=O)Nc2ccc3c4c(cccc24)CC3)cc1	-4%	14%	32%	-5%	12%	-3%	-4%[59 µM]	26%	-8%
CC(C)(C)c1cccc(/C=N/O)c1O	-1%	1%	45%[activator]	-6%	1%	-22%	19%[59 µM]	-14%	-6%
O=C(NCC(c1ccc(Cl)cc1)N1CCCCC1)c1ccccc1 (configuration not stated)	0%	-9%	34%	-2%	1%	-11%	3%[59 µM]	9%	i
O=C(NCCCn1ccnc1)c1ccc(Br)c(S(=O)(=O)N2CCOCC2)c1	3%	?	62%[activator]	-1%	-5%	-10%	7%	-8%	-16%

Screening results: PubChem, National Center for Advancing Translational Sciences (NCATS)

Not all compounds are listed; count on the stated rates, not on these rows.
